# VHR inh abs = inhibitors of human VHR1 phosphatase (DUSP3) | P51452 | AID 1654 | inhibition, % at 13.3 µM | recombinant VHR phosphatase, pNPP absorbance | hit rate 0.52% among 290,000; in the data active = inhibition above about 50%; note: some compounds called inactive have numbers as strong as hits
# Target sequence (P51452 whole entry, looked up): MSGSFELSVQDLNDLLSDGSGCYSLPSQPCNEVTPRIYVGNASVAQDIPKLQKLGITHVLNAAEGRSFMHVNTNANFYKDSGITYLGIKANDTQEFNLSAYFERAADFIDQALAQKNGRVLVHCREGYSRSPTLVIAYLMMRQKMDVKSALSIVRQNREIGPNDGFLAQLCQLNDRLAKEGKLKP
# FadD28 binding = blocks FadD28 binding to the bisubstrate probe | fluorescence polarization | inhibition, % at 12.5 µM | hit rate 0.22% among 360,000 | AID 588549; in the data active = inhibition above about 8.5%, passing the limit was not always enough; inconclusive = no clear call, values can overlap the other calls
# GDH-TPI inh = GDH-TPI coupled enzyme inhibition counter-screen; GDH-TPI coupled enzyme counterscreen, NADH absorbance; inhibition, % at 4.8 µM; hit rate 1.2% among 360,000;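 note: 0% = DMSO wells and 100% = wells lacking the enzyme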
# Rv3671c inh = inhibitors of M. tuberculosis serine protease Rv3671c; inhibition, % at 5.96 µM; hit rate 0.048% among 320,000; in the data active = inhibition above about 38%;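 note: extracellular domain of Rv3671c used as enzyme; 0% = enzyme with DMSO and 100% = no enzyme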
# MazF activator = MazEF (E. coli) toxin RNase activation; P0AE70; FAM/BHQ RNA-DNA oligo cleavage fluorescence, 5 h; activation, % at 20 µM; hit rate 0.32% among 350,000; AID 504720; in the data active = activation above about 50%
# Target sequence (P0AE70 whole entry, looked up): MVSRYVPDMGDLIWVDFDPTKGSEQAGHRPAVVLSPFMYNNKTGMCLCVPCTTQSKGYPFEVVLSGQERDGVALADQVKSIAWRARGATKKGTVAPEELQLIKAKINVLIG
# UGM FP inh = blocks M. tuberculosis UGM enzyme. AID 504406. P9WIQ1. purified UGM, fluorescence polarization probe displacement. hit rate 0.06% among 320,000. inhibition, % at 10 µM; in the data active = inhibition above about 10%, passing the limit was not always enough; inconclusive = no clear call, values can overlap the other calls
# Target sequence (P9WIQ1 whole entry, looked up): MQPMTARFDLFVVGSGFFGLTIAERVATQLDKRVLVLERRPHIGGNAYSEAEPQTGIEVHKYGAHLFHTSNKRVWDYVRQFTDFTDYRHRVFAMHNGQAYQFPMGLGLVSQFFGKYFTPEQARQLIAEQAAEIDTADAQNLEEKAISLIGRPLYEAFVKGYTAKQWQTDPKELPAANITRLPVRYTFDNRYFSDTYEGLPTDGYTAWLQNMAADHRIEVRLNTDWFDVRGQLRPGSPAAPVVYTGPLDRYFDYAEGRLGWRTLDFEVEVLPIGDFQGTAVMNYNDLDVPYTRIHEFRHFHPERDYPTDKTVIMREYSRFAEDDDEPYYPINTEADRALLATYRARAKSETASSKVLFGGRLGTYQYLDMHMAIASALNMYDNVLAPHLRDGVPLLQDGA
# FBA Mtb inh = Mtb fructose-bisphosphate aldolase inhibition; purified M. tuberculosis FBA, fluorescence read-out; hit rate 2.3% among 360,000; P9WQA3; inhibition, % at 1 µM; in the data active = inhibition above about 27%;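 note: 0% = vehicle and 100% = reference inhibitor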
# Target sequence (P9WQA3 whole entry, looked up): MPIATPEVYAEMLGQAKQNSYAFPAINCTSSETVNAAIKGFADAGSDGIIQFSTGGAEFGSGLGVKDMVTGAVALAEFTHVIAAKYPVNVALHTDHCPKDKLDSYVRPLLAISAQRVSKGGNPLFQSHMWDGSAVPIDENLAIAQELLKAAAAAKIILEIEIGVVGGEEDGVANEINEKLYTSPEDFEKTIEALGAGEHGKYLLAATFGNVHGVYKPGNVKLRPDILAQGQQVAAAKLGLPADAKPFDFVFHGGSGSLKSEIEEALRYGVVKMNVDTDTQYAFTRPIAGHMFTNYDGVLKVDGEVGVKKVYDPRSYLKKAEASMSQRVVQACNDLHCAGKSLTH
# BioA inh = inhibitors of Mycobacterium tuberculosis BioA enzyme; purified M. tuberculosis BioA enzyme, plate reader; inhibition, % at 9.99 µM; hit rate 0.096% among 360,000; in the data active = inhibition above about 40%; inconclusive = no clear call, values can overlap the other calls
# BoNT-F LC inh = blocks Botulinum neurotoxin F light chain protease; Multiplex microsphere protease cleavage assay, flow cytometry; inhibition, % at 10 µM; hit rate 0.22% among 360,000; in the data active = inhibition above about 35%, passing the limit was not always enough; inconclusive = no clear call, values can overlap the other calls; note: plate controls were buffer without enzyme for full effect and enzyme alone for no effect
# CCHFV vOTU inh = blocks the CCHF virus ovarian tumor domain protease | CCHFV vOTU protease, Pep-AMC fluorescence | inhibition, % at 11.5 µM | hit rate 0.55% among 370,000 | AID 651958; note: 0% = vehicle wells with enzyme and 100% = no enzyme wells
# Numbers without * were called inactive; ? = inconclusive; . = no result given. Cut-off read from the data, not from the text of the source, unless noted: active = inhibition above about 30%; inactive = the rest.
SMILES,VHR inh abs,FadD28 binding,GDH-TPI inh,Rv3671c inh,MazF activator,UGM FP inh,FBA Mtb inh,BioA inh,BoNT-F LC inh,CCHFV vOTU inh
CN(CC(=O)Nc1cccc(F)c1)C(=O)c1cccc(S(=O)(=O)N2CCN(Cc3ccccc3)CC2)c1,.,-3.2,3,.,4,.,0,1.7,-3,7
COc1ccc(CNC(=O)CN(CC2CCCO2)C(=O)CNS(=O)(=O)c2ccc(F)cc2)cc1 (configuration not stated),32,-0.7,6,.,-1,.,0,6.5,-59,8
COc1cccc(NC(=O)COc2c(F)c(F)c(C(F)(F)F)c(F)c2F)c1,-8,-4.3,1,-11,0,-0.9,1,-0.6,-10,-4
Cc1cc(C)c(-n2nnnc2SCC(=O)c2cc3ccccc3o2)c(C)c1,0,-2.5,-4,13,-13,0.1,1,-1.8,-13,-11
Cc1ccc(Nc2c([N+](=O)[O-])c(=O)n(C)c3ccccc23)cc1,15,-3.8,-4,6,0,-0.7,0,.,-2,15
COc1ccc(NC(=O)CN(C)C(=O)c2ccc(N3CCCCC3)c([N+](=O)[O-])c2)cc1,.,1.0,3,6,-1,-0.9,0,2.3,-3,-11
CCO/C(C)=C1/SC(=S)NC1=O,25,-2.9,-5,3,-43,-0.6,4,0.2,4,0
Cc1cc(NC(=O)C(C)SCC(=O)N(Cc2ccccc2)c2ccccc2)no1 (configuration not stated),.,-1.5,5,3,-10,-0.3,4,1.0,-4,3
Cc1cc(C)n2nc(CCCO)nc2n1,27,-2.3,-4,-3,13,-2.8,1,-1.7,-8,-5
CCCC1CC(CCc2ccccc2)OS(=O)(=O)N1 (configuration not stated),1,-0.7,6,-3,-2,1.3,-1,-0.5,-5,7
C[N+](C)(C)CCOc1ccc([N+](=O)[O-])cc1,16,-0.6,0,5,9,-0.9,-2,.,9,12
CCN(CC)S(=O)(=O)c1ccc(Cl)c(NC(=O)CSc2cccc[n+]2[O-])c1,8,-1.5,1,7,4,-1.5,4,2.5,-6,9
CSCc1ccc(C(=O)NC(C)c2cnn(-c3ccccn3)c2C)o1 (configuration not stated),27,-2.0,-2,5,-4,4.1,-2,0.8,-7,8
CC(C)c1nnc(NC(=O)C2CCN(C(=O)Nc3ccc(Cl)cc3)CC2)s1,26,0.1,2,3,-4,0.3,0,1.3,-8,11
O=C(COC(=O)c1ccc2ncsc2c1)Nc1cc([N+](=O)[O-])ccc1Cl,.,0.3,15,-13,1,1.2,-2,1.6,4,4
Cc1cccc(NC(=O)CCNC(=O)c2ccco2)c1C,6,-3.0,-3,5,0,-2.9,0,.,-1,-12
COc1ccccc1NC(=O)C1=C(C)Nc2nc(CCCO)nn2C1c1cccnc1 (configuration not stated),-1,-2.6,0,-6,3,1.2,0,-0.9,8,4
Cc1cc(C(=O)NNC(=O)c2ccc(S(=O)(=O)N(C)C)cc2)c(C)o1,-7,-2.6,-11,0,-1,0.6,1,.,-1,-2
CN(C)c1ccc2c(=O)c3ccccc3oc2n1,.,-3.3,.,.,.,.,10,.,-2,-15
COC(=O)c1c(C)[nH]c(C(=O)COC(=O)c2c(C)noc2C)c1C,.,-0.3,-14,-3,10,-3.7,-3,-0.1,-2,-6

# In another format: results already given.
Cc1cccc(NC(=O)CCNC(=O)c2ccco2)c1C
  VHR inh abs: 6; FadD28 binding: -3.0; GDH-TPI inh: -3; Rv3671c inh: 5; MazF activator: 0; UGM FP inh: -2.9; FBA Mtb inh: 0; BioA inh: .; BoNT-F LC inh: -1; CCHFV vOTU inh: -12

COc1ccccc1NC(=O)C1=C(C)Nc2nc(CCCO)nn2C1c1cccnc1 (configuration not stated)
  VHR inh abs: -1; FadD28 binding: -2.6; GDH-TPI inh: 0; Rv3671c inh: -6; MazF activator: 3; UGM FP inh: 1.2; FBA Mtb inh: 0; BioA inh: -0.9; BoNT-F LC inh: 8; CCHFV vOTU inh: 4

# (more compounds)
SMILES,VHR inh abs,FadD28 binding,GDH-TPI inh,Rv3671c inh,MazF activator,UGM FP inh,FBA Mtb inh,BioA inh,BoNT-F LC inh,CCHFV vOTU inh
NC(=O)c1ccc(SCC(=O)OCC(=O)N2CCCCC2)c([N+](=O)[O-])c1,.,-1.2,6,2,3,0.1,2,.,0,0
CC(=O)c1ccc(OC(=O)CCc2ccccc2)cc1,-4,-2.0,-5,0,-1,-0.3,-1,3.3,-10,-12
Cn1ccnc1Sc1ccc(C(N)=O)cc1[N+](=O)[O-],26,0.4,-2,-8,4,-1.1,1,.,-2,22
COc1ccc(-c2noc(N3CCCC(C(=O)Nc4ccccc4F)C3)n2)cc1 (configuration not stated),17,-1.0,4,4,11,2.2,0,-3.7,-1,-3
COc1ccc(Oc2c(Cl)cnn(-c3ccc(Cl)c(Cl)c3)c2=O)cc1,6,-0.5,7,-2,11,4.0,0,.,-7,6
CCN(C)c1cc2c(c3c1ccn3C)C1CCC2C1 (configuration not stated),.,-0.6,.,.,.,.,0,-0.9,4,3
COc1ccccc1C(=O)N/C(=C/c1ccc(Br)cc1)C(=O)NCC(=O)O,10,-1.4,17,-4,1,1.0,-2,-1.9,11,10
Cc1ccc(S(=O)(=O)N2C[C@H]3C(=O)C[C@@H](c4ccccc4)N(S(=O)(=O)c4ccc(C)cc4)[C@H]3C[C@H]2c2cccs2)cc1,.,-2.4,.,.,.,.,-1,-3.1,2,-4
CN(C)CCCN(C(=O)c1ccc2c(c1)OCCO2)c1nc2ccc(Cl)cc2s1,14,-2.7,-1,-2,.,1.3,-1,-1.3,-11,1
Cc1cccc(NC(=O)CN2C(=O)N/C(=C/c3ccc(C)o3)C2=O)c1,25,2.8,29,-2,9,1.0,-1,-1.0,-3,-18
Cc1cc(C(=O)O)ccc1-c1ccc(/C=C2\SC(=O)N(CC(=O)Nc3ccc4c(c3)OCO4)C2=O)o1,76,1.0,-4,.,.,1.2,0,-4.1,9,-8
O=C(NC1CCC(c2ccccc2)CC1)c1cccnc1 (configuration not stated),36,-3.9,-1,6,-21,-1.6,-3,.,0,4
CCCCn1c(-c2ccccc2)nc2c(=O)n(C)c(=O)[nH]c21,18,-0.6,5,5,4,-1.1,196*,-1.5,-2,-19
c1ccc(NC2=NCCCCS2)cc1,13,-3.8,-2,0,1,-0.8,-10,.,15,-2
CCN(CC)CC(=O)Nc1ccc(C)cc1C(=O)c1ccccc1,10,-1.0,3,4,7,1.7,1,.,.,10
COc1cc(OC)cc(C(=O)OCC(=O)NCc2ccc3c(c2)OCO3)c1,18,-1.6,1,-1,1,1.8,-2,.,-1,-7
COc1cccc(NC(=O)CSC(N)=O)c1,2,-2.1,6,-7,-1,1.0,1,.,-6,6
Cc1nn(C(=O)c2c(-c3ccccc3)noc2C)c(C)c1N=Nc1cc(C(F)(F)F)cc(C(F)(F)F)c1,11,0.4,-3,-11,1,-1.8,1,-0.8,10,0
COc1ccc(N(CC(=O)NCCC2=CCCCC2)S(=O)(=O)c2ccccc2)c(OC)c1,-3,-1.8,-5,-12,6,1.5,6,-0.4,-8,-1
O=C1Nc2cc(C(=O)N3CCN(c4ccccn4)CC3)ccc2S/C1=C\c1ccccc1,-20,-1.8,-4,-13,1,-0.4,-6,-1.3,0,-2
CCOCCn1c(SCC(=O)OCc2ccccc2)nc2c1c(=O)[nH]c(=O)n2C,3,-0.6,7,2,3,2.3,1,-1.4,3,-2
Cc1noc(C)c1CSCC(=O)Nc1ccc(C#N)c(Cl)c1,.,-3.6,2,7,0,0.0,4,.,4,-7
O=C(/C=N\O)NCCCNCc1ccccc1,8,-0.1,-5,-2,7,5.9,3,0.2,1,-10
O=C(Nc1c(F)cc(F)cc1Br)c1ccco1,0,-0.6,4,1,3,-0.6,1,.,13,.
COc1cccc(CN(C)C(=O)c2cc(S(=O)(=O)NC3CCCCC3)ccc2C)c1OC,.,-1.0,4,-7,-5,-4.9,3,-2.6,-2,14
CCNC(=O)COC(=O)Cc1ccc(Cl)cc1Cl,2,-4.0,-6,4,6,-0.6,0,.,-6,-10
COc1ccc(CN2CCCC(CNC(=O)c3ccc(F)cc3)C2)c(C)c1C (configuration not stated),44,-0.9,-3,-4,-5,-5.1,0,.,6,-1
CC12CCC(C(=O)NCc3ccc4c(c3)OCO4)(C(=O)C1=O)C2(C)C (configuration not stated),35,0.2,2,1,-3,1.7,3,-2.5,-7,7
COc1ccc(/C=C2\CC/C(=C\c3ccc(OC)c(OC)c3)C2=O)cc1OC,-2,-1.9,25,-5,-3,-0.4,-4,-0.2,-4,3
CN=c1sc2ccccc2n1CC(O)COCc1ccco1 (configuration not stated),18,-4.6,-7,-1,4,0.1,0,-0.4,-2,5
CSc1ccc(/C=C/C(=O)N2CCCN(C)CC2)cc1,16,-1.4,18,5,7,-1.3,32*,.,-3,-20
O=CN/C=C/c1cc(O)ccc1O,19,1.1,19,13,-7,2.2,15,0.4,-2,0
Cc1ccc(C2=NN(CCC(=O)N3CCC4(CC3)OCCO4)C(=O)CC2)cc1,21,-4.6,3,-1,1,0.2,-1,.,-2,-9
CCOc1ccccc1N1CCN(CC(=O)NC(C)c2ccccc2)CC1 (configuration not stated),8,-0.3,-7,8,2,0.2,-1,0.5,?,-3
Cc1c(NC(=S)NC(=O)c2ccc(Cl)cc2)c(=O)n(-c2ccccc2)n1C,.,-0.7,2,-3,9,0.9,3,-0.1,-2,-1
COc1cccc(N2C(=O)CC(Sc3nc(C)cc(C)n3)C2=O)c1 (configuration not stated),-6,-3.1,-6,7,7,-0.1,-8,-0.6,?,-6
COc1ccc(CCNC(=O)c2cccnc2Cl)cc1OC,.,-1.0,-1,11,3,-5.3,0,.,2,-7
CC(C)[C@H](NC(=O)OC(C)(C)C)C(=O)N1CCC(C(=O)N[C@@H](C)C(=O)Nc2ccc(F)cc2)CC1,-5,-1.1,6,12,11,1.5,2,-0.2,-6,7
CCCOc1ccc(/C=N/NC(=O)c2ccc3c(c2)OCO3)c(OCCC)c1,25,-1.6,6,0,-3,-1.4,1,-0.2,-2,-6
CCOc1c(/C=C(\C#N)C(N)=O)c2ccccc2n1CC,4,-2.2,15,0,3,3.3,0,.,-4,10
CC(=O)c1cccc(NC(=O)N2CCCCCC2)c1,23,-5.6,-6,4,-4,-0.3,-3,-0.3,23,-4
O=C(Nc1cc(N2CCOCC2)ncn1)c1ccc(F)cc1,17,-3.1,-1,-2,-11,-1.1,0,.,-1,0
COc1ccc(NC(=O)CCN2CCN(c3ccccc3F)CC2)c(OC)c1,-20,-1.1,-5,-2,2,-2.5,-3,1.3,?,-7
O=S(=O)(Cc1ccccc1)/C1=C(\N2CCOCC2)CCCCCC1,14,1.4,-4,0,-11,1.5,6,.,-5,-10
Cc1ccc(CNC(=O)c2cccnc2)cc1,.,-2.1,0,-6,4,3.0,1,0.5,.,-13
Cc1cc(C)c2nc(NC(=O)c3cc(C)on3)sc2c1,-4,-2.7,29,-4,-2,2.3,0,0.3,-4,0
CCOC(=O)c1ccc(NC(=O)c2ncn3c2C(=O)NC[C@H]3C)cc1,.,-1.7,8,.,6,.,0,-4.0,-6,-1
O=C(CNC(=O)c1ccco1)OCC(=O)c1ccc2c(c1)CCCC2,42,0.3,12,-2,-20,0.7,-2,-0.2,-6,0
O=C(Nc1ccc(F)c(Cl)c1)C1Cc2c(-c3ccc4c(c3)OCO4)ccnc2O1 (configuration not stated),.,-3.2,-4,.,.,.,22,-0.7,-7,27
CN1CCN(CCCC(=O)c2ccc(C3CCCC3)cc2)CC1,4,-2.1,-2,-8,-3,1.7,0,.,-38,-11
CCOC(=O)/C=C1/SCC(=O)N1CC(=O)Nc1ccc2c(c1)CCC2,.,.,-8,.,-8,.,-1,-1.2,2,-13
COc1cc(NS(=O)(=O)c2ccc(NC(=O)Cc3ccccc3)cc2)nc(OC)n1,12,-1.9,8,-4,8,3.3,3,-0.4,1,6
CCN1CCN(C(c2ccccn2)c2c(NC(=O)c3ccccc3)sc(C)c2C)CC1 (configuration not stated),27,-0.1,5,4,-8,3.9,2,.,5,8

# 2 compounds drawn at random from those above:
SMILES,VHR inh abs,FadD28 binding,GDH-TPI inh,Rv3671c inh,MazF activator,UGM FP inh,FBA Mtb inh,BioA inh,BoNT-F LC inh,CCHFV vOTU inh
COc1cc(NS(=O)(=O)c2ccc(NC(=O)Cc3ccccc3)cc2)nc(OC)n1,12,-1.9,8,-4,8,3.3,3,-0.4,1,6
COc1ccc(NC(=O)CCN2CCN(c3ccccc3F)CC2)c(OC)c1,-20,-1.1,-5,-2,2,-2.5,-3,1.3,?,-7
